POLI inh: inhibitors of human DNA polymerase iota; Pol iota fluorescent replication assay, 10 min; Potency, µM (titrated, usually from 115 µM), inactives show top-dose activity, negative = inhibition, hits mostly inhibitors; hit rate 1% among 390,000; AID 588590
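Pol iota at 10 nM preincubated 15 min with compounds at room temperature; reaction started with fluorescent substrate, 50 nM final. Fluorescence read kinetically at 0 and 10 min; buffer-only wells as negative control.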
GLS inhibitor: blocks human kidney-isoform glutaminase activity. O94925. GLS enzymatic activity, qHTS titration. Potency, µM (titrated, usually from 45.5 µM), inactives show top-dose activity change, negative = inhibition, most hits filed as inhibitors. hit rate 0.21% among 410,000; also: % is scaled to controls: 0 for no effect and ±100 for the full control effect
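hKGA in 45 mM KH2PO4 pH 8.2, 0.02% Tween-20 with pin-transferred compounds; 1 mM L-glutamine (stock) plus glutamate oxidase/HRP/Amplex Red coupling added. Fluorescence read initially and after 30 min at RT.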
BAZ2B block: inhibitors of human BAZ2B bromodomain. hit rate 4.4% among 360,000. Q9UIF8. Potency, µM (series often up to 114 µM), for inactives: at the highest dose activity change, negative = inhibition, hits mostly inhibitors. AlphaScreen BAZ2B-H3K14Ac peptide displacement; also: % is scaled to controls: 0 for no effect and ±100 for the full control effect; nearly all actives have a fitted effect of over 60% in size
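BAZ2B 50 nM plus b-H3(5-23)K14Ac 50 nM, PBS pH 7.4/0.01% Tween-20, 30 min RT; compound added (max 110 uM), 30 min RT; streptavidin donor/Ni-chelate acceptor beads 10 ug/mL final, 20 min dark; AlphaScreen read.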
G9a block: blocks human histone lysine methyltransferase G9a. Q96KQ7. G9a H3K9 monomethylation, AlphaScreen, 2 h. Potency, µM (titrated, usually from 102 µM), inactives show top-dose activity, negative = inhibition, actives largely listed as inhibitors. hit rate 8.8% among 350,000. AID 504332; also: % is scaled to controls: 0 for no effect and ±100 for the full control effect; nearly all actives have a fitted effect of over 75% in size
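Compounds were preincubated with 20 nM G9a for 15 min, after which biotinylated H3K9 peptide (500 nM) and SAM (20 uM) started a 2 h room-temperature reaction. Monomethylated product was quantified by antibody-based AlphaScreen chemiluminescence.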
JMJD2A Tudor inh: inhibitors of human JMJD2A Tudor domain; AlphaScreen JMJD2A-Tudor / H3K4me3 peptide binding; hit rate 4.4% among 390,000; O75164; AID 504339; Potency, µM (doses to about 114 µM), for the others: at the highest dose activity change, negative = inhibition, usual class: inhibitors; also: % is scaled to controls: 0 for no effect and ±100 for the full control effect; nearly all actives have a fitted effect of over 50% in size
Pin1 inh: human Pin1 inhibition | Q13526 | Pin1 FP peptide displacement, HiFluor488, 10 min | Potency, µM (highest dose often 115 µM), inactives show at the top dose activity, negative = inhibition, most hits filed as inhibitors | hit rate 0.009% among 390,000; active = well fitted inhibition curve with a large enough effect in the polarisation, with a control signal flat, not every such curve was filed as active; inconclusive = small, poorly fitted or top-dose-only effect, or effect the other way, or a change in a side signal; inactive = no such curve, though single readings can be large or run the other way; the % refers to the polarisation; also: % is scaled to controls: 0 for no effect and ±100 for the full control effect
PGK inhibitor: inhibitors of T. brucei phosphoglycerate kinase; P07378; PGK/GAPDH coupled, Kinase-Glo luminescence, 60 min; Potency, µM (titrated, usually from 57.5 µM), without a hit: at the top dose activity change, negative = inhibition, usual class: inhibitors; hit rate 0.043% among 380,000; also: % is scaled to controls: 0 for no effect and ±100 for the full control effect; nearly all actives have a fitted effect of over 60% in size
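Recombinant glycosomal PGK reaction used 1,3-bisphosphoglycerate generated in-well by GAPDH (100nM final) in 100mM TEA pH 7.6, 5mM MgCl2, 0.01% Tween-20. After 60 minutes at room temperature, ATP was read by Kinase-Glo Plus luminescence end-point.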
BLM inh: Bloom syndrome helicase (human) inhibition; recombinant BLM DNA unwinding, fluorescence dequenching; Potency, µM (titrated, usually from 56.1 µM), inactives show top-dose activity change, negative = inhibition, usual class: inhibitors; hit rate 0.2% among 350,000; AID 2528;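 also: plate controls were vehicle for no effect and no enzyme for full effect; nearly all actives have a fitted effect of over 35% in size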
HP1b chromo inh: inhibitors of HP1-beta chromodomain binding to methylated histone tails; AlphaScreen HP1-beta / biotin-H3K9me3 peptide binding; Potency, µM (top dose mostly 114 µM), inactives show at the top dose activity change, negative = inhibition, most hits filed as inhibitors; hit rate 0.56% among 390,000; also: nearly all actives have a fitted effect of over 70% in size; inactives centre near 23
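Compound inhibition of the preformed complex between 50 nM HP1-beta and 50 nM biotinylated H3K9me3 peptide was read by AlphaScreen. Buffer was PBS pH 7.4 with 0.01% Tween-20. Incubations ran 30 min at room temperature, with 10 ug/mL donor/acceptor beads.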
The depositor's hits bear a star; i = inactive; ? = inconclusive; . = no result given; & = joins results of further samples; ! = a repeat was not active; [ ] = remark or other dose. Unless noted, calls follow the shape of the dose curve; as a rule, active = well fitted curve in the direction sought with a large enough effect; inconclusive = small, poorly fitted or top-dose-only effect, or another doubt; inactive = no such curve, though single readings can be large; an effect the other way counts as inactive or inconclusive. Potency is read from the fitted curve at half-maximal effect. Some of the compounds tested; rates above refer to the full screens.

canonical_smiles	POLI inh	GLS inhibitor	BAZ2B block	G9a block	JMJD2A Tudor inh	Pin1 inh	PGK inhibitor	BLM inh	HP1b chromo inh
COc1cccc(CN(Cc2cccnc2)S(=O)(=O)c2ccc(-n3cnnn3)c(C)c2)c1	?	-12%	79µM*	?	89µM*	-1%	i	1%	12%
COc1ccc(CC(=O)NCC(=O)N/N=C/c2ccc(C)o2)cc1	15%	5%	-2%	?	9%	1%	i	3%	12%
Cc1ccccc1NC(=O)Cc1nnc(SCC(=O)NC2CCCCC2)n1C	40%[activator]	-29%	7%	?	-13%	5%	-13%	2%	-6%
CN(C)c1cccc(C(=O)N/N=C/c2ccccc2F)c1	21%	-10%	-33%	-35%	-19%	-3%	i	-4%	-6%
CN=c1nc(-c2ccccc2)n(-c2ccccc2)s1	-6%	?	8.9µM*	1.1µM*!	22µM*	1%&1%	-2%	.	7.1µM*
COc1cccc(NC(=O)CC2Oc3ccccc3NC2=O)c1 (centres undefined)	5%&-29%	1%&-5%	7%&1%	-11%[2.33 µM]	0%&-7%	0%&3%	-2%&2%	-1%&-4%	25%&25%
COc1cc(OC)cc(-c2c(C#Cc3ccsc3)c3cc(-c4cccc5[nH]ccc45)ccc3n2C)c1	50%[activator]	-7%	7%	9%[0.501 µM]	-1%	30%[activator]	-6%	.	50%[activator]
CN1CCN(c2ccc(S(=O)(=O)N3CCCCC3)cc2NC(=O)/C=C/c2ccc(OC(F)F)cc2)CC1	-9%	-1%	-38%	45µM*	-34%	-2%	-8%	.	-25%
CCCCn1c(N)c(N(CC(C)C)C(=O)C2CC(=O)N(c3ccccc3C(C)CC)C2)c(=O)[nH]c1=O (centres undefined)	28%	-13%	9%	79µM*	4%	-1%	0%	.	43%[activator]
CC(=O)N1CCN(c2ccc(NC(=O)c3ccccc3C)cc2)CC1	107%[activator]	5%	?	-1%	-13%	-10%	13%	0%	8%
CCCCN(C)CCCNC(=O)Cn1ncc2c3ccccc3n(Cc3ccccc3)c2c1=O	-24%	-1%	-3%	-31%[59 µM]	-6%	4%	7%	-9%	10%
O=C(O)CC(NC(=O)Nc1ccccc1)c1ccc(OC2CCCC2)cc1 (centres undefined)	-21%	6%	.	-33%	-15%	-1%	-4%	2%	44%[activator]
Cc1ccc(N/N=C/c2ccc(N3CCOCC3)cc2)cc1C	11%	26%	?	2.5µM*	40µM*	6%	9%	-1%	79µM*
O=Cc1cn[nH]c1-c1ccccc1	-17%	0%	0%	2%	-1%	0%	-8%	-3%	45%[activator]
Cc1cc(C)nc(N2CCC(C(=O)NNC(=O)Cc3ccccc3)CC2)n1	0%	1%	-11%	?	-6%	14%	1%	-2%	20%
Cn1cccc1C(=O)OCC(=O)c1c[nH]c2ccccc12	106%[activator]	1%	.	.	?	-2%	-9%	.	-17%
Cn1c(=O)c2c([nH]c(=O)n2Cc2ccc(Cl)cc2Cl)n(C)c1=O	?	5%	3%	-4%[59 µM]	4%	1%	2%	-3%	52%[activator]
Fc1ccc(Cn2nnnc2C(c2ccc(Cl)cc2)N2CCSCC2)cc1 (centres undefined)	10%	7%	-1%	50µM*	56µM*	-6%	-7%	-10%	4%
Cc1nc(-c2ccc(Cl)cc2)sc1C1(C)CC(c2cccc(F)c2)=NO1 (centres undefined)	19%	-1%	-11%	52%[activator][12.7 µM]	8%	7%	-4%	0%	46%[activator]
CCOC(=O)c1sc2nccc(N(C)C)c2c1N=CNOC	14%	30%	22%	4%	25µM*	2%	-9%	2%	37%

Entries of single compounds as entered above. Values in the order: POLI inh, GLS inhibitor, BAZ2B block, G9a block, JMJD2A Tudor inh, Pin1 inh, PGK inhibitor, BLM inh, HP1b chromo inh
CN1CCN(c2ccc(S(=O)(=O)N3CCCCC3)cc2NC(=O)/C=C/c2ccc(OC(F)F)cc2)CC1 reads -9%, -1%, -38%, 45µM*, -34%, -2%, -8%, ., -25%
Cc1ccccc1NC(=O)Cc1nnc(SCC(=O)NC2CCCCC2)n1C reads 40%[activator], -29%, 7%, ?, -13%, 5%, -13%, 2%, -6%

Next part:
canonical_smiles	POLI inh	GLS inhibitor	BAZ2B block	G9a block	JMJD2A Tudor inh	Pin1 inh	PGK inhibitor	BLM inh	HP1b chromo inh
Cc1ccc2nc(COc3cccc(NC(=O)c4ccccc4Cl)c3)cc(=O)n2c1	?	?	7%	10%[59 µM]	0%	?	-5%	-16%	23%[57 µM]
CC(C)(C)NC(=O)CN(C(=O)C(=O)Nc1ccc2c(c1)OCCO2)C1CCCC1	105%[activator]	62%[activator]	4%	23%	2%	-1%	9%	-4%	23%
CCC(=O)Nc1nc(C)c(-c2csc(Nc3ccc(C(=O)O)cc3)n2)s1	1%	?	-16%	50µM*	-24%	?	1%	-3%	21%
COc1ccc([N+](=O)[O-])cc1-n1cnnn1	48%[activator]	0%	-14%	-25%	-12%	3%	-5%	2%	22%
CCOC(CNC(=O)c1ccc2c(c1)ncn2-c1ccc(F)c(F)c1)OCC	19%	2%	5%	23%	-17%	-4%	.	-2%	37%[activator]
COCCCNC(=S)NNC(=O)c1ccc(S(=O)(=O)N2CCC(C)CC2)cc1	64%[activator]	-1%	-17%	5%	-5%	0%	-2%	-1%	34%
CCN(CC)CCc1c(C)[nH]c(C(=O)OCc2ccccc2)c1C	20%	10%	?	79µM*	-34%	0%	.	-8%	-13%
CCOc1ccc2cc(C3CC(c4ccco4)=NN3S(C)(=O)=O)c(=O)[nH]c2c1 (centres undefined)	35µM*	-15%	-32%	.	50µM*	?	i	-6%	?
Cc1cccc(C)c1NC(=O)CN1CCN(C(=O)c2ccc(OCc3cn4ccccc4n3)cc2)CC1	?	-24%	.	.	-13%	2%	i	.	11%[57 µM]
O=C(c1cccs1)N1CCCC(c2nc3c(nnn3Cc3cccc(Cl)c3)c(=O)[nH]2)C1 (centres undefined)	24%	3%	-3%	22%[59 µM]	-14%	0%	-3%	-1%	2%
O=C(/C=C/c1ccc(Br)o1)Nc1nccs1	20µM*	27%	-15%	45µM*	32µM*	?	-11%	-13%	?
COc1cc(C2NC(=O)c3ccccc3O2)cc(OC)c1OC (centres undefined)	8%	-7%	-5%	-49%	-7%	-1%	-1%	1%	23%
O=C(NCc1ccco1)C1CCCN1S(=O)(=O)c1ccc2ccccc2c1 (centres undefined)	-16%	0%	-22%	-8%[12.7 µM]	-26%	?	-2%	1%	19%
COc1ccc(CNc2ncnc3sccc23)cc1OC	44%[activator]	1%	4%	24%	-21%	12%	-9%	3%	2%
COc1cccc(C(=O)OCC(=O)N2CCC(Cc3ccccc3)CC2)c1OC	8%	-5%	.	.	-9%	-5%	i	.	42%[activator]
CCN(C(=O)COC(=O)Cc1ccc(F)cc1)c1c(N)n(Cc2ccccc2)c(=O)[nH]c1=O	36%[activator]	-1%	8%	11%[12.7 µM]	-3%	-4%	-5%	.	36%
CCOc1ccc(CCNC(=O)C2CC=CCC2C(=O)OC(C)C)cc1OCC (centres undefined)	18%	?	-2%	13%	-2%	-3%	-5%	-3%	27%
Cc1nn(Cc2cccc(C(=O)Nn3cc([N+](=O)[O-])cn3)c2)c(C)c1[N+](=O)[O-]	2%	2%	-5%	16%[59 µM]	-13%	-1%	5%	1%	27%
CCN(CC)C(=O)CSc1nc(OC)cc(=O)[nH]1	14%	-1%	2%	22%[59 µM]	5%	-4%	-5%	3%	31%
CCOC(=O)c1nn(-c2ccc(F)cc2)c(C)c1C(C)=O	1%	4%	-2%	-4%	-4%	5%	-1%	3%	11%

Looked up by structure from the list above, four records:
canonical_smiles	POLI inh	GLS inhibitor	BAZ2B block	G9a block	JMJD2A Tudor inh	Pin1 inh	PGK inhibitor	BLM inh	HP1b chromo inh
CCOc1ccc2cc(C3CC(c4ccco4)=NN3S(C)(=O)=O)c(=O)[nH]c2c1 (centres undefined)	35µM*	-15%	-32%	.	50µM*	?	i	-6%	?
CCC(=O)Nc1nc(C)c(-c2csc(Nc3ccc(C(=O)O)cc3)n2)s1	1%	?	-16%	50µM*	-24%	?	1%	-3%	21%
CCN(CC)CCc1c(C)[nH]c(C(=O)OCc2ccccc2)c1C	20%	10%	?	79µM*	-34%	0%	.	-8%	-13%
O=C(/C=C/c1ccc(Br)o1)Nc1nccs1	20µM*	27%	-15%	45µM*	32µM*	?	-11%	-13%	?

New compounds follow:
canonical_smiles	POLI inh	GLS inhibitor	BAZ2B block	G9a block	JMJD2A Tudor inh	Pin1 inh	PGK inhibitor	BLM inh	HP1b chromo inh
N#Cc1cc2ccccc2nc1SCC(=O)Nc1ccc(S(=O)(=O)N2CCCC2)cc1	-4%[58.9 µM]	-7%	3%	-10%[59 µM]	-13%	?	2%	-5%	32%
O=C(CCOc1ccccc1)Nc1ccccc1	13%	1%	8%	39%	0%	2%	2%	-2%	33%
Cc1ccc(NNC(=O)c2cc(C)on2)c(C)c1	-4%[58.9 µM]	-12%	-14%	11µM*	-7%	0%	-3%	1%	1%
Cc1nc2ccccc2c(=O)n1/N=C/c1ccccc1Cl	0%	-11%	11%	7%	-17%	-4%	-3%	-4%	6%
O=C(COC(=O)c1ccc(Cl)c(S(=O)(=O)NCc2ccccc2)c1)NCC1CCCO1 (centres undefined)	18%	2%	-11%	20%	?	-1%	-1%	-5%	28%
CC1=Nn2c(nc(-c3ccccc3)c2-c2ccccc2)N(CC(N)=O)C(=O)C1	17%	6%	-8%	-20%	-20%	2%	-9%	1%	2%
